Source: PubChem BioAssay (The Scripps Research Institute Molecular Screening Center)
TEAD-YAP inh: TEAD-YAP interaction inhibition, primary screen, TEAD-YAP interaction inhibitor project, luminescence, HEK-TIYL cells | AID 1259422, 2018 | inhibition, % at 9.12 µM | TEAD-Gal4/YAP UAS-luciferase luminescence | 1.4% of 640,000 active; in the data active = inhibition above about 32%;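 note: 0% = median of test compound wells and 100% = reference inhibitor wells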
MITF primary: MITF inhibitors, primary screen, biochemical, AlphaScreen, human | AlphaScreen MITF homodimerization, bead proximity signal | inhibition, % at 2.6 µM | 0.91% of 650,000 active | AID 1259374, 2018; in the data active = inhibition above about 50%;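 note: 0% = vehicle wells with protein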
Target sequence (O75030 whole entry, looked up): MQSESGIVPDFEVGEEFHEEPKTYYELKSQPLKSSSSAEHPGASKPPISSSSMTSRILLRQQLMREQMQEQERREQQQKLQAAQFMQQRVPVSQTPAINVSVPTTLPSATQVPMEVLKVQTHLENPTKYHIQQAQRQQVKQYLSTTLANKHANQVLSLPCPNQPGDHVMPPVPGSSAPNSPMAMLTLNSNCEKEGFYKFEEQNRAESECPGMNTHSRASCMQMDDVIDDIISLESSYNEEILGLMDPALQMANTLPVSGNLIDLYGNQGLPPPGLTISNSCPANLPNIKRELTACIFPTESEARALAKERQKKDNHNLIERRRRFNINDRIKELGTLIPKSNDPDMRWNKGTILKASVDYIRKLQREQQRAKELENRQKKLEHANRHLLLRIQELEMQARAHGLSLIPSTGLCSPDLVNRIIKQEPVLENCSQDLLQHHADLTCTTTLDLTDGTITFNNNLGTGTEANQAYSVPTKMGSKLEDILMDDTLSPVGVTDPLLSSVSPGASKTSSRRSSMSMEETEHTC
GPR151 ag: activators of human GPR151, primary screen, cell-based, PathHunter beta-arrestin, luminescence; G-protein coupled receptor 151 (Homo sapiens), Q8TDV0; PathHunter beta-arrestin GPR151 cells; activation, % at 11.2 µM; 1% of 650,000 active; in the data active = activation above about 4.9%;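 note: 0% = median of compound wells and 100% = cells with positive control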
Target sequence (Q8TDV0 whole entry, looked up): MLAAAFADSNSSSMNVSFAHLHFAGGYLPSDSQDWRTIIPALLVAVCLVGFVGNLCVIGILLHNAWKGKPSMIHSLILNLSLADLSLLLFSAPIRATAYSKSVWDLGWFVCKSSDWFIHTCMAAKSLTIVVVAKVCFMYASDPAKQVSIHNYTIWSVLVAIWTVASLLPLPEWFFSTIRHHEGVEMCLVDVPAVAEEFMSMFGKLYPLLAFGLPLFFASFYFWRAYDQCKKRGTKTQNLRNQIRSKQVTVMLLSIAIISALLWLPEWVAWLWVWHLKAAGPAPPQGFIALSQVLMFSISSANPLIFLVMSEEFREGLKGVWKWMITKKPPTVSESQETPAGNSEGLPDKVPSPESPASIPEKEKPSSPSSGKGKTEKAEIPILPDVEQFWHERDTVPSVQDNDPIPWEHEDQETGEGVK
FBW7 activator: FBW7 E3 ligase activators, primary screen, biochemical, AlphaScreen, human. F-box/WD repeat-containing protein 7 (Homo sapiens), Q969H0. AlphaScreen FBW7–phospho-cyclin E peptide binding, activator screen. normalized activity (activation), % at 26.1 µM. 0.13% of 650,000 active; in the data active = normalized activity above about 1.9%;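 note: purified mutant Fbw7 with reduced substrate affinity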
The depositor's hits bear a star.

SMILES | TEAD-YAP inh | MITF primary | GPR151 ag | FBW7 activator
Cc1ccccc1OCC(=O)Nc1c(C)n[nH]c1C | -1 | -8 | -0.5 | 0.2
CC1=C(C(=O)OC(C)C)C(c2ccc(Cl)cc2)n2ncnc2N1 (configuration not stated) | 9 | 10 | -0.4 | 0.4
CC(=O)N1CCc2cc(Br)cc(S(=O)(=O)Nc3cccc([N+](=O)[O-])c3)c21 | 7 | 8 | -0.1 | 0.1
O=C(NC1CCCC1)C(c1ccco1)N(Cc1ccco1)C(=O)c1ccco1 (configuration not stated) | -10 | 6 | 0.2 | -0.1
CC[n+]1c(/C=C2\C=Cc3cc(C)ccc3N2C)sc(C)c1C | 61* | 19 | 2.5 | -0.3
Cc1cc2c(c(-c3ccc(Cl)cc3)c1)OC(CNC(=O)C1=NNC(=O)CC1)C2 (configuration not stated) | -8 | -5 | 0.5 | -0.1
CCOC(=O)c1cc(-c2ccc(Cl)s2)nc2c1c(C)nn2C | -9 | 11 | 0.5 | 0.2
CC(C)(C)NC(=O)CSc1nc(-c2ccco2)cc(C(F)(F)F)n1 | 10 | 7 | 2.6 | -0.2
O=C(CCCC1=NS(=O)(=O)c2ccccc2N1)Nc1ccc(Oc2ccccc2)cc1 | 15 | -1 | 0.7 | -0.1
COc1cc(N)c(Cl)cc1C(=O)OCC(=O)Nc1cc2c(cc1C(C)=O)OCO2 | -2 | -5 | 2.1 | -0.2
O=C1CSC2(C(=O)N(CN3CCCC3)c3ccccc32)N1c1ccc(F)cc1 (configuration not stated) | 6 | 2 | 0.5 | -0.1
COc1ccc(OC)c(C2C(C(=O)Nc3nc4ccc(Br)cc4s3)=C(C)NC3=C2C(=O)CC(C)(C)C3)c1 (configuration not stated) | 3 | 12 | 0.6 | 0.3
CCCCOC(=O)CSCC(=O)Nc1cc(C)on1 | 11 | 10 | 0.1 | 0.2
O=C(CN(CCc1ccccc1)Cc1ccccc1)Oc1ccccc1P(=O)(O)O | 7 | -12 | -1.2 | 0.1
CCCCC(C(=O)O)n1c(O)c(C2=c3ccccc3=NC2=O)sc1=S (configuration not stated) | 0 | 11 | 0.3 | -0.4
COc1ccccc1C(=O)OCC(=O)c1ccc2ccccc2c1 | 10 | 0 | -0.7 | 0.1
COc1ccc2nc(N3CCC(C(=O)N4CCCC4)CC3)sc2c1 | -27 | -7 | 6.9* | 0.1
COc1ccc(OCc2nc(-c3ccccc3C)no2)cc1 | -40 | -10 | -0.3 | 0.2
O=C(Nc1cccc(C(F)(F)F)c1)c1cc(I)ccc1Cl | -5 | -2 | -0.9 | -0.1
COCCNC(=O)C(=O)Nc1ccccc1F | -22 | 14 | -0.8 | 0.2
Cc1nn(CC(=O)NCc2ccc(F)cc2)c(=O)c2cccn12 | 9 | 8 | 0.5 | 0.2
O=C1NCCN1C(=O)c1ccccc1F | 1 | 12 | 0.0 | 0.0
COCCSc1nnc(NC(=O)c2ccccc2Oc2ccccc2)s1 | 2 | 7 | 2.0 | 0.0
COc1ccc(-c2nnc(SCC3CN(Cc4ccccc4)CCO3)o2)cc1 (configuration not stated) | 4 | 1 | 1.2 | 0.0
Cc1ccn2c(C(=O)N3CCOCC3)c(C)nc2c1 | 12 | 11 | -1.4 | -0.1
The list continues.
SMILES | TEAD-YAP inh | MITF primary | GPR151 ag | FBW7 activator
CC1(O)C=CC(C(C)(C)O)CC1 (configuration not stated) | -5 | -7 | 1.0 | -0.1
C=CCNC(=O)c1cccc(OC2CCN(CC(C)(C)C)CC2)c1 | 1 | -6 | -0.1 | -0.1
O=C(c1ccc(-c2cnn(-c3ccc(Cl)cc3)c2)nc1)N1CCOCC1 | 10 | 58* | -1.9 | 0.8
Cc1cc(C(=O)N/N=C/c2ccc(OC(F)F)cc2)c2ccccc2n1 | 55* | 0 | 1.9 | -0.2
CC1CCc2c(sc3ncn(CC(=O)OC4CCCCC4)c(=O)c23)C1 (configuration not stated) | 5 | -6 | 0.6 | -0.1
CCOc1cccc(/C=C2\C(=O)NN(c3ccccc3)C2=O)c1O | -3 | 13 | -0.2 | 0.0
CCCNS(=O)(=O)c1cc(-c2nn3c(C)nnc3c3ccccc23)ccc1C | 15 | -8 | -0.6 | -0.1
CCCS(=O)(=O)N1CCC(C(=O)NCc2cccnc2)CC1 | -11 | 14 | -1.0 | 1.1
COc1ccc([N+](=O)[O-])cc1CSc1nc2ccc(NC(=O)c3ccc(C)cc3)cc2s1 | -4 | -8 | 0.4 | 0.0
O=[N+]([O-])c1ccc(S(=O)(=O)N2CCCc3ccccc32)cc1 | 8 | 16 | 1.2 | 0.0
CCOC(=O)c1ccc(N2C(=O)CC(Nc3ccccc3O)C2=O)cc1 (configuration not stated) | -19 | 10 | 0.6 | -0.3
O=C(CCNc1c(N2CCCC2)c(=O)c1=O)NC1CCCC1 | -4 | -9 | -3.6 | -0.1
Cc1sc(NC(=O)CSc2nnnn2C2CCCCC2)c(C#N)c1C | -6 | -5 | 0.8 | 0.0
O=C1C=C(NCCc2ccccc2)CC(c2ccccc2)C1 (configuration not stated) | -32 | -2 | 0.1 | 1.1
Cc1cccc(N2CCN(C(=O)CN3C(=O)c4ccccc4C3=O)CC2C)c1 (configuration not stated) | 3 | 1 | -2.6 | -0.1
Cc1ccccc1C1(c2ccccc2C)CC1C(=O)Nc1ccccc1 (configuration not stated) | -2 | -3 | 1.8 | 0.0
CCOC(=O)N1CCN(Cc2nc(Nc3ccccc3)c3ccccc3n2)CC1 | -5 | -3 | -1.0 | -0.4
O=C(Cc1ccc([N+](=O)[O-])cc1)NCCOC(=O)c1ccccc1 | -3 | 8 | -0.4 | 0.0
COc1ccc(N2C(=O)CC(NNC(=O)CNC(C)=O)C2=O)cc1 (configuration not stated) | -6 | -4 | -1.0 | -0.2
Cc1ccc(-n2ncc3c(Nc4ccc(Cl)cc4)ncnc32)cc1 | 7 | 6 | 0.3 | 0.1
CCCN1CCN(C(=O)c2ccc(C)cc2)CCC1=O | -3 | 11 | 1.2 | 0.0
CCOc1ccccc1/C=N\NC(=O)c1cccnc1 | 6 | 14 | 0.3 | 0.1
CCc1nn(CC(=O)Nc2cc(C)ccc2C)c(=N)s1 | 10 | 7 | 1.0 | 0.0
Cc1c(C(=O)Nc2c(F)cccc2F)sc2ncnc(N(C)c3ccccc3)c12 | -4 | -4 | -0.5 | -0.2
COC(=O)c1c(NC(=O)CCC(=O)O)sc2c1CCCCC2 | -4 | 8 | 0.2 | -0.1

Part of the list above, comma-delimited.
canonical_smiles,TEAD-YAP inh,MITF primary,GPR151 ag,FBW7 activator
CCCN1CCN(C(=O)c2ccc(C)cc2)CCC1=O,-3,11,1.2,0.0
CCOc1ccccc1/C=N\NC(=O)c1cccnc1,6,14,0.3,0.1

Sorted by formula weight (low to high): part of the list above
SMILES | TEAD-YAP inh | MITF primary | GPR151 ag | FBW7 activator
Cc1ccccc1C1(c2ccccc2C)CC1C(=O)Nc1ccccc1 (configuration not stated) | -2 | -3 | 1.8 | 0.0
Cc1cc(C(=O)N/N=C/c2ccc(OC(F)F)cc2)c2ccccc2n1 | 55* | 0 | 1.9 | -0.2
CCOC(=O)N1CCN(Cc2nc(Nc3ccccc3)c3ccccc3n2)CC1 | -5 | -3 | -1.0 | -0.4

Among those listed so far, these have a thiophene ring, fused or not:
SMILES | TEAD-YAP inh | MITF primary | GPR151 ag | FBW7 activator
CCOC(=O)c1cc(-c2ccc(Cl)s2)nc2c1c(C)nn2C | -9 | 11 | 0.5 | 0.2
CC1CCc2c(sc3ncn(CC(=O)OC4CCCCC4)c(=O)c23)C1 (configuration not stated) | 5 | -6 | 0.6 | -0.1
Cc1sc(NC(=O)CSc2nnnn2C2CCCCC2)c(C#N)c1C | -6 | -5 | 0.8 | 0.0
Cc1c(C(=O)Nc2c(F)cccc2F)sc2ncnc(N(C)c3ccccc3)c12 | -4 | -4 | -0.5 | -0.2
COC(=O)c1c(NC(=O)CCC(=O)O)sc2c1CCCCC2 | -4 | 8 | 0.2 | -0.1

Next part
SMILES | TEAD-YAP inh | MITF primary | GPR151 ag | FBW7 activator
CC1CC(C)CN(CCC(=O)Nc2ccc3c(c2)OCO3)C1 (configuration not stated) | -2 | 7 | -1.4 | -0.2
CC(=O)c1cccc(OC(=O)C2c3ccccc3Oc3ccccc32)c1 | 0 | 4 | 0.5 | -0.2
CCCn1c(NC(=O)[C@@H](NS(=O)(=O)c2ccccc2)C(C)C)nc2ccccc21 | -8 | -6 | 1.5 | 0.1
O=C(NCCC1=CCCCC1)c1cc2ccccc2oc1=O | -46 | -4 | 2.9 | 0.0
Clc1ccccc1C1CCN(c2nncc(-c3ccc4c(c3)OCO4)n2)C1 (configuration not stated) | 29 | 5 | -1.0 | 0.1
O=C1c2ccccc2C(=O)N1c1n[nH]c(Cc2ccccc2)n1 | -4 | 9 | -0.4 | 0.1
Cc1cc(C)c(COC(=O)c2nonc2N)c(C)c1 | -8 | 0 | 1.3 | 0.0
Cc1c(C(C)C)c(=O)oc2cc(O)ccc12 | 7 | 10 | 0.9 | 0.1
CCOCCCNC(=O)c1cc(=O)[nH]c2ccc(S(=O)(=O)N3CCCCC3C)cc12 (configuration not stated) | 13 | 10 | -1.4 | 0.9
CC1CCCCC1n1c(=S)[nH]c2ccccc2c1=O (configuration not stated) | -19 | -9 | 0.4 | 0.1
O=C(Cn1[nH]c(=O)c2ccccc2c1=O)Nc1ccccc1N1CCOCC1 | 0 | 4 | 1.2 | -0.1
CN1CCN(c2ccc(-c3nc(NC4CCN(Cc5ccccc5)CC4)c4ncn(-c5ccccc5)c4n3)cc2)CC1 | 5 | 18 | -1.2 | -0.2
FC(F)(F)c1cccc(-n2nnnc2C2(N3CCOCC3)CCCC2)c1 | 9 | 12 | 0.5 | -0.1
Cc1ccccc1[C@@H]1C(C#N)=C(N)S[C@H]1C(=O)c1ccccc1 | 9 | -2 | -1.2 | -0.1
CCOC(=O)c1ccc(NC(=O)CC2CCS(=O)(=O)C2)cc1 (configuration not stated) | 1 | -1 | 0.0 | 0.0
CN1CCN(c2ccc(CNS(=O)(=O)c3ccc(Cl)cc3)cc2)CC1 | -1 | -14 | -1.7 | -0.4
COc1cccc(NC(=O)CSc2nnc3ccc4ccccc4n23)c1 | -7 | 3 | 0.6 | 0.0
CCOC(=O)c1sc2ncnc(NCc3ccccc3Cl)c2c1C | -3 | 10 | -1.0 | -0.1
COc1ccc(CCNC(=O)c2cccc(Nc3nc4ccccc4n3C)n2)cc1 | 12 | 39 | 7.8* | 0.0
NS(=O)(=O)c1ccc(CCNC(=O)CSc2nc3ccccc3c(=O)n2CCCC(=O)NCc2ccco2)cc1 | -5 | -3 | -0.6 | -0.1
O=C1CN(C(C(=O)Nc2ccc(Cl)c(C(F)(F)F)c2)c2ccccc2)CCN1 (configuration not stated) | 1 | -1 | 1.3 | -0.1
COc1cccc(C(=O)NNC(=O)Nc2ccc(C(C)=O)cc2)c1OC | -5 | -2 | -0.2 | -0.1
NC(=S)N/N=C/c1cc([N+](=O)[O-])ccc1OCCOc1ccccc1 | 8 | 6 | -0.5 | 0.0
CCc1ccccc1NC(=S)N(CCc1ccc(OC)c(OC)c1)Cc1ccccn1 | -4 | 9 | -0.7 | -0.1
CN(c1ccccc1C(=O)NCc1ccccc1Cl)S(=O)(=O)c1ccccc1 | 4 | 2 | -0.1 | -0.1
Other records follow.
SMILES | TEAD-YAP inh | MITF primary | GPR151 ag | FBW7 activator
CCc1ccc(-c2csc(NC(=O)c3ccc(Br)cc3)n2)cc1 | -10 | 20 | -0.7 | 0.0
CCCCc1nnc(SCC(=O)Nc2ccc(C)cc2C)n1N | 3 | 12 | 0.3 | 0.0
C/C(=N\NC(=O)c1cc(Br)ccc1O)c1c(O)cc(C)oc1=O | 0 | 15 | -0.8 | 0.3
Cc1ccc(SC(C)C(=O)Nc2ccccc2C(N)=O)cc1 (configuration not stated) | -7 | -5 | -0.5 | -0.1
Cc1ccc[n+](CC(=O)N2CCCc3ccccc32)c1 | 1 | -9 | -0.2 | 0.3
Cn1c(C(=O)Nc2ccc(F)cc2F)cc2c(=O)n(C)c3ccccc3c21 | 0 | 10 | -0.2 | 0.1
CN(C)CC(C)(O)c1ccc2c(c1)CN(Cc1cn[nH]c1-c1ccccc1)CCO2 (configuration not stated) | -1 | -8 | 0.6 | 0.2
CN(C)c1ccc(/C=C2\NC(=S)NC2=O)cc1Br | -17 | 0 | -0.4 | -0.1
CC(C)(C)OC(=O)N1CCC(c2c(C(=O)O)cnn2-c2ccc(F)cc2)CC1 | -5 | 6 | -1.2 | 0.0
O=C(COc1cccc(Cl)c1)N/N=C/C=N/NC(=O)COc1cccc(Cl)c1 | 10 | 11 | -0.8 | 0.3
COc1ccc2nc3sc(C(=O)NC4CCCC4)cc3cc2c1 | -24 | -9 | 0.4 | 0.0
